Menin-MLL TR inh: inhibitors of human menin-MLL interaction, mutant MLL peptide; 270,000 tested, 0.23% active; Menin + Texas Red MLL mutant peptide, fluorescence polarization; Potency, µM (titrated, usually from 61.6 µM), inactives show at the highest dose FP activity change, negative = inhibition, hits mostly inhibitors; active means well fitted inhibition curve with a large enough effect in the polarisation, with a control signal flat, not every such curve was filed as active; inconclusive means small, poorly fitted or top-dose-only effect, or effect the other way, or a change in a side signal; inactive means no such curve, though single readings can be large or run the other way; the % refers to the polarisation; further: potency means the concentration at half of the fitted maximal effect; % of control where 0% means no effect; many of its hits are not listed in these tables
AT treatment: candidate therapy for ataxia-telangiectasia | […] A-T fibroblasts, KAP-1 phosphorylation AlphaLISA; neocarzinostatin DNA damage 30 min before lysis | Potency, µM (titrated, usually from 57.5 µM), inactives show at the highest dose activation, usual class: activators | 320,000 tested, 0.19% active; further: potency means the concentration at half of the fitted maximal effect; % of control where 0% means no effect; nearly all actives have a fitted effect of over 45% in size
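ATM-like activity read as KAP-1 phosphorylation via AlphaLISA donor/acceptor antibody pairs after lysis and 6 hr at 25C. Cells were ATM-null patient fibroblasts ([…], hTERT), dosed 60 min, then exposed to the DSB inducer NCS for 30 min.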
S-ASM inh: inhibitors of human secretory acid sphingomyelinase; P17405; placental ASM, HMU-PC fluorogenic substrate, 60 min; Potency, µM (series often up to 57.5 µM), for the others: at the top dose activity change, negative = inhibition, most hits filed as inhibitors; 340,000 tested, 0.006% active; AID 504937; further: potency means the concentration at half of the fitted maximal effect
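Human placenta-derived ASM preincubated with compound 10 min at room temperature, then reacted with 9 uM (final) fluorogenic HMU-PC substrate for 60 min at 37 C. Stop solution raises pH to 10; fluorescence read at Ex 386/Em 447 nm.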
TSHR antagonist: blocks TSH signaling through the human TSH receptor; TSHR-expressing cells, TSH-stimulated cAMP HTRF, 2 h; stronger effect = lower value; activity change, negative = inhibition, % at 11.5 µM; P16473; 330,000 tested, 0.2% active; AID 504810;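 active means activity change below a set negative limit, meaning inhibition stronger than a set level, cut at about -70% in these data; inconclusive means activity change between two set negative limits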; further: on the % scale 0 is the no-effect control and ±100 the full control effect
Target sequence (P16473 whole entry, looked up): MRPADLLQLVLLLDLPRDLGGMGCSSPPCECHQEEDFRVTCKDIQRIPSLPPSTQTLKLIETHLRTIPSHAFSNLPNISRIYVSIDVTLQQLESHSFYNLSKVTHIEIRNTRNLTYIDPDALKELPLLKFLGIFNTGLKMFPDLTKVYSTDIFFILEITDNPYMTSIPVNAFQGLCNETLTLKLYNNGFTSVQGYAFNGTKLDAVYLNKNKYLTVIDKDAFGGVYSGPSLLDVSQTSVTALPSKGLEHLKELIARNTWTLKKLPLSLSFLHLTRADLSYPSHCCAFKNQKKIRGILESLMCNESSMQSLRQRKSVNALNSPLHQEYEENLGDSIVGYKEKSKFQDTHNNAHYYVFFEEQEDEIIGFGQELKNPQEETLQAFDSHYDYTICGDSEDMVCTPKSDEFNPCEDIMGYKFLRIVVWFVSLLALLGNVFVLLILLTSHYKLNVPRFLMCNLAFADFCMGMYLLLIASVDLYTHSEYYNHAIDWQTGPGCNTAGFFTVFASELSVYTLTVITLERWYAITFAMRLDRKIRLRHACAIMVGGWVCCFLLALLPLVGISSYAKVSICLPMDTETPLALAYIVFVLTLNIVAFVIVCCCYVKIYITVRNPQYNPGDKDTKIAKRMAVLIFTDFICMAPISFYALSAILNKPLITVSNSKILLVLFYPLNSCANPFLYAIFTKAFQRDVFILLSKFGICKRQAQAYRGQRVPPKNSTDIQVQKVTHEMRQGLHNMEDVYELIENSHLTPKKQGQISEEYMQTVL
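Competitive HTRF cAMP read-out (cryptate anti-cAMP antibody, cAMP-d2; 30 min, room temperature) in freshly harvested TSHR cells. Compounds added before TSH at EC80 (4nM final), followed by 2 hours' incubation at 37 deg C.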
MLL CXXC-DNA inh: blocks binding of human MLL CXXC domain to DNA | 290,000 tested, 0.037% active | MLL-CXXC / FITC-HOXA9 DNA fluorescence polarization | Potency, µM (top dose mostly 115 µM), for the others: at the top dose activity change, negative = inhibition, usual class: inhibitors; active means well fitted inhibition curve with a large enough effect in the polarisation, with a control signal flat, not every such curve was filed as active; inconclusive means small, poorly fitted or top-dose-only effect, or effect the other way, or a change in a side signal; inactive means no such curve, though single readings can be large or run the other way; the % refers to the polarisation; further: potency means the concentration at half of the fitted maximal effect
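Fluorescence polarization: 7 uM MLL-CXXC (stock) preincubated 5 min with compounds, then 50 nM fluorescein-HOX-A9 DNA (stock) added; 30 min ambient. Buffer 50 mM Tris-HCl pH 7.5, 50 mM NaCl, 1 mM DTT, 0.05% BSA.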
a7 integrin act: activators of alpha7 integrin expression for muscular dystrophy | alpha7betagal myoblasts, beta-gal FDG fluorescence, 48 h | Potency, µM (doses to about 38.3 µM), for inactives: at the highest dose activation, most hits filed as activators | 350,000 tested, 0.064% active | AID 624291;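 further: potency means the concentration at half of the fitted maximal effect; 100% = response of the positive control SU9516; nearly all actives have a fitted effect of over 60% in size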
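Alpha7betagal+/- myoblasts (passage 13) were plated 16-24 hr, then exposed to compounds (1:260 dilution of DMSO stock) for 48 hours at 37C. After MPER lysis, β-galactosidase reporter activity was read as FDG fluorescence (ex 480/em 540) after 30 minutes.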
TCR activator: T cell receptor activation. primary human leukocytes, anti-CD3, IL-2 HTRF, 48 h. Potency, µM (series often up to 9.22 µM), for the others: at the top dose activation of IL-2 secretion, hits mostly activators. 330,000 tested, under 10 active. AID 504894; further: % of control where 0% means no effect
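48 hr co-incubation of compounds, a-CD3 beads and primary human leukocytes; IL-2 quantified homogeneously by HTRF with anti-IL-2 K and d2 conjugates.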
Mito fusion act: mitochondrial division inhibition or fusion activation; S. cerevisiae fusion-defective mutant growth rescue, CellTiterGlo 48 h; Potency, µM (titrated, usually from 46.1 µM), for inactives: top-dose growth rescue (activation), actives largely listed as activators; 320,000 tested, 0.23% active; AID 485298;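 further: potency means the concentration at half of the fitted maximal effect; % of control where 0% means no effect; nearly all actives have a fitted effect of over 45% in size; temperature-sensitive fusion mutants such as fzo1-1 at 37 °C on non-fermentable ethanol glycerol medium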
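Luminescent cell viability in 1536-well qHTS format served as the measure of rescued growth in ts fusion-mutant S. cerevisiae cultured on non-fermentable YPEG for 48 hours at 37C.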
TSG101-PTAP inh: blocks PTAP/TSG101 interaction to inhibit HIV-1 budding. Q99816. Fluorescence polarization, FITC-PTAP peptide / Tsg101 binding. Potency, µM (doses to about 115 µM), for inactives: top-dose activity change, negative = inhibition, actives largely listed as inhibitors. 340,000 tested, under 10 active. AID 493005; active means well fitted inhibition curve with a large enough effect in the main read-out, with a control signal flat, not every such curve was filed as active; inconclusive means small, poorly fitted or top-dose-only effect, or effect the other way, or a change in a side signal; inactive means no such curve, though single readings can be large or run the other way; further: potency means the concentration at half of the fitted maximal effect; % of control where 0% means no effect
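Compounds were pin-transferred onto Tsg101 binding domain (10 uM final) in HEPES pH 7.5 buffer, then FITC-PTAP peptide was added at 50 nM final. After 20 min at RT, polarization reported peptide displacement across a qHTS concentration series.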
MBNL1 CUG block: inhibitors of human MBNL1 binding to CUG repeat RNA; Q9NR56; TR-FRET MBNL1-His/biotin-(CUG)12 binding, 665/545 ratio; Potency, µM (highest dose often 57.5 µM), for the others: at the top dose activity change, negative = inhibition, usual class: inhibitors; 280,000 tested, 0.036% active; AID 2675; active means well fitted inhibition curve with a large enough effect in the signal ratio, with a control signal flat, not every such curve was filed as active; inconclusive means small, poorly fitted or top-dose-only effect, or effect the other way, or a change in a side signal; inactive means no such curve, though single readings can be large or run the other way; the % refers to the signal ratio; further: potency means the concentration at half of the fitted maximal effect; on the % scale 0 is the no-effect control and ±100 the full control effect
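TR-FRET readout: Ex 340 nm, 665/545 nm emission ratio, normalized to buffer-only (basal) and MBNL1-(CUG)12 controls. Complex of MBNL1-His with Biotin-(CUG)12, compounds 92 nM–58 uM, incubated 60 min at room temperature.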
* = called active by the depositor; ? = inconclusive; . = no result given; [ ] = remark or other dose. Unless noted, the call rests on the fitted dose curve; in most records, active means well fitted curve in the direction sought with a large enough effect; inconclusive means small, poorly fitted or top-dose-only effect, or another doubt; inactive means no such curve, though single readings can be large; an effect the other way counts as inactive or inconclusive.

entry | structure | AT treatment | MLL CXXC-DNA inh | MBNL1 CUG block | Mito fusion act | S-ASM inh | TSG101-PTAP inh | Menin-MLL TR inh | TCR activator | TSHR antagonist | a7 integrin act
1 | O=C(NCCSC1CCCCC1)c1ccccc1 | 1% | -3% | 32% | 3% | 1% | -8% | 17% | 0% | -9 | -14%
2 | Cc1ccsc1C(=O)N1CC(=O)Nc2ccccc21 | 3% | 7% | 10% | -2% | 0% | -3% | -1% | 0% | -9 | 11%
3 | CCOc1ccc(C2=CC(=O)C[C@H](c3ccc(OC)cc3)C2)cc1 | 28% | . | . | ? | -16% | 6% | . | -1% | -6 | 22%
4 | O=C(NCc1ccccc1)C1=C[C@H](C2CCCCC2)C[C@H](OCCCCO)O1 | . | . | . | . | -3% | -3% | . | -4% | . | -13%
5 | CCC(C)COC(=O)C(C#N)c1nc2ccccc2nc1N1CCCCC1 (stereo not drawn) | -3% | -7% | -7% | 4% | 4% | -2% | 5% | 0% | -11 | -46%[inhibitor]
6 | C=CCSc1nc(N)c(NC(=O)c2ccco2)c(=O)[nH]1 | . | . | . | . | -2% | -3% | . | 3% | . | 5%
7 | Cc1cccc(-n2c(SCC(=O)Nc3ccc4c(c3)OCO4)nnc2-c2ccoc2C)c1 | 5% | -4% | 9% | 1% | 2% | -6% | ? | 0% | 20 | 8%
8 | COc1ccnc2c1c(=O)n(Cc1ccccc1Cl)c(=O)n2C | 16% | 6% | -2% | -24% | 4% | -6% | 1% | -6% | 29 | 7%
9 | O=C(CCN1C(=O)/C(=C/c2cccc(Br)c2)SC1=S)Nc1cccnc1 | -2% | -5% | 0% | -9% | 0% | -1% | ? | -2% | -9 | 3%
10 | Nc1nc(SCc2ccc(F)cc2)ns1 | 0% | 1% | . | -4% | 5% | 1% | 7% | 2% | 1 | 13%
11 | COc1cccc(CNC(=O)c2nnn(-c3ccc(OC(F)(F)F)cc3)c2N)c1 | . | -5% | -4% | -1% | 0% | -3% | 2% | 4% | -19 | 11%
12 | CC(=O)c1cccc(NC(=O)CSC(=O)c2ccccc2)c1 | 5% | 52%[activator] | 5% | ? | -1% | -1% | 3% | -4%[46.1 µM] | 2 | -18%
13 | CC1CC(C)(C)NC(=S)N1CC(=O)NCc1ccc(Cl)cc1 (stereo not drawn) | 8% | 10% | . | -7% | 4% | 1% | -2% | 4% | 0 | ?
14 | CSCCCc1cn([C@@H](CO)C(=O)NCCCCCCCCCCC(=O)N2CCNCC2)nn1 | 4% | . | . | 5% | 5% | -4% | . | -2% | -6 | -2%
15 | COC(=O)c1c(N=CN(C)C)c(C#N)c2n1CCCC2 | -14% | ? | -3% | 0% | 4% | -3% | 1% | 2% | -3 | 13%
16 | Fc1ccccc1N1CCN(CCCNc2ccc3nncn3n2)CC1 | 3% | 2% | 0% | -2% | 2% | -8% | -2% | -2% | 6 | 15%
17 | Cc1ccccc1OCC(=O)NNC(=O)CN1C(=O)c2ccccc2C1=O | 8% | -2% | 1% | 1% | 3% | -3% | -4% | 1%[46.1 µM] | -4 | -4%
18 | CCOC(=O)C1=C(c2ccccc2)ON(C)C1c1ccccc1 (stereo not drawn) | 12% | 1% | . | 5% | 3% | 0% | -3% | 3%[46.1 µM] | -2 | -38%
19 | Cc1sc2ncn(CC(=O)NCCCC(=O)N(C)Cc3ccccc3)c(=O)c2c1C | -2% | 1% | 4% | -4% | -2% | 0% | 2% | 5% | 3 | -122%[inhibitor]
20 | Cc1cccc2sc(NC(=O)CN(C)S(=O)(=O)c3ccc(Br)s3)nc12 | -1% | 19% | 8% | 4% | -14% | -2% | . | 1% | -23 | -25%
21 | COc1ccc(-n2c(SC(CN3CCCCC3)CN3CCCC3=O)nc3ccccc3c2=O)cc1 (stereo not drawn) | -1% | -9% | -2% | 1% | -1% | -12% | ? | -5% | 3 | 2%
22 | O=C(CCl)N(c1ccc(Cl)cc1)c1c[nH]c2ccccc12 | 13% | 6% | 2% | -7% | -9% | 0% | . | -2% | -17 | -48%[inhibitor]
23 | CCOc1cc(CNC(CC)CO)ccc1OCC(=O)Nc1cccc(C(F)(F)F)c1 (stereo not drawn) | -2% | 5% | -1% | 0% | -2% | 2% | -5% | -5% | -9 | -71%[inhibitor]
24 | COc1ccc(OCC(=O)NNC(=O)c2nn(C)c(=O)c3ccccc23)cc1 | -16% | -1% | 16% | 2% | 4% | -2% | -23% | -6%[46.1 µM] | 11 | 5%
25 | O=C(Nc1nc2ccc([N+](=O)[O-])cc2s1)c1c(F)cccc1F | 0% | 0% | 16% | 0% | -1% | -2% | 8% | 2% | -2 | 22%
26 | Cc1ccc(S(=O)(=O)NNC(=O)C2CCCCC2)cc1 | 4% | 1% | -3% | 1% | 2% | -1% | 15% | -2% | -1 | 25%
27 | CC(=O)c1ccc(NS(=O)(=O)c2cccc(C(=O)Nc3ccccc3C(=O)O)c2)cc1 | 1% | -1% | -14% | 2% | 18% | -4% | 49%[activator] | -9% | -1 | 6%
28 | O=C1C(c2ccccc2)C2C=CC(C2)N1O (stereo not drawn) | . | . | . | . | 5% | 2% | . | 1% | . | 7%
29 | CCOC(=O)C1(CC)NC(c2ccc(OC)cc2OC)C2C(=O)N(C)C(=O)C21 (stereo not drawn) | -5% | 0% | -11% | 3% | 167% | -1% | 3% | -5% | 6 | ?
30 | CCO[C@@H]1OC(C(=O)N2CCCCCCC2)=C[C@H](c2ccc3c(c2)OCO3)[C@H]1CCCO | 1% | -26% | 7% | -2% | 3% | 3% | ? | 4% | -3 | -23%
31 | C=CCn1c(SCC(=O)NC2CCS(=O)(=O)C2)nnc1-c1ccc(Cl)cc1 (stereo not drawn) | 2% | . | . | -8% | -1% | -5% | . | 5% | 1 | 4%
32 | S=C(Nc1ccccc1Cl)N(Cc1cccnc1)Cc1ccco1 | 5% | 4% | -3% | 4% | -4% | 1% | 6% | 5% | 4 | 15%
33 | Cc1cnc(-c2nnc(N(C)C(=O)c3ccccn3)s2)cn1 | 2% | -3% | 31%[activator] | 0% | . | . | 1% | . | 8 | .
34 | COc1cccc(C2NC(CCSC)(C(=O)O)C3C(=O)N(C(C)C)C(=O)C23)c1O (stereo not drawn) | 9% | -5% | 8% | -1% | 2% | -3% | 1% | -4% | -4 | 24%
35 | Cc1cc(Br)ccc1SCC(=O)Nc1cccnc1 | 4% | 10% | -3% | 18% | 10% | -2% | 7% | 1% | -22 | -13%
36 | Cc1csc(CCc2nc(C)cs2)n1 | 0% | 10% | -3% | -12% | 0% | -1% | -3% | 1% | 15 | -6%
37 | CCCCn1c(N)c(N(CCOC)C(=O)COC(=O)c2ccccc2NCCO)c(=O)[nH]c1=O | . | . | . | . | . | -12% | . | -8% | . | 18%
38 | CCN(CC(=O)Nc1ccc(OC)cc1)C(=O)c1ccc2c(=O)n3c(nc2c1)CCC3 | -5% | . | . | 0% | 2% | 0% | . | 3% | 8 | 17%
39 | COc1ccccc1N=C(C)C1=C(O)CSC1=O | 5% | -11% | 4% | 1% | -6% | -2% | 1% | -8% | 0 | -20%
40 | O=[N+]([O-])c1ccc(N2CCOCC2)nc1 | 11% | -1% | ? | -2% | -7% | -6% | -22% | 3% | 34 | 6%
41 | Cc1ccc(C(=O)NCCCN2CCOCC2)cc1N1CCCC1=O | 1% | -5% | -2% | -3% | 0% | 0% | -11% | 3% | 0 | -3%
42 | CCCOc1ccc(CC(=O)NCc2ccco2)cc1OC | -3% | 1% | 2% | -4% | -1% | -6% | -1% | -1% | 3 | -24%
43 | COC(=O)c1c(C)[nH]c(C(=O)CN(C)CC(=O)Nc2cccc(F)c2)c1C | 7% | . | . | -1% | 0% | -1% | . | 4% | -11 | 33%
44 | Cc1no[n+]([O-])c1COc1cccc(/C=N/Nc2nncn2N)c1 | 21% | 4% | . | -2% | -3% | -3% | . | 2% | 12 | -61%[inhibitor]
45 | CCC(NC(=O)c1cc(COc2cncc(Cl)c2)on1)c1ccc(C)cc1 (stereo not drawn) | 10% | 1% | 0% | 0% | 0% | 0% | . | 6% | -14 | 24%
46 | CC(C)(C)c1ccc(C(=O)NCC(=O)OCC(=O)c2ccc3c(c2)-c2ccccc2C3)cc1 | -1% | 5% | 72%[activator] | -2% | -3% | -1% | -22% | 7%[46.1 µM] | 8 | -21%
47 | CCC(=O)c1ccc(OCC(=O)c2ccc3c(c2)NC(=O)CO3)cc1 | 2% | -3% | . | -1% | -3% | -1% | . | 0% | -5 | -28%

These rows are one share of the data. The share of hits here may be higher or lower than overall.
